# Screening results deposited in PubChem BioAssay by National Center for Advancing Translational Sciences (NCATS).
# Abeta rescue: compounds reversing amyloid beta toxicity in yeast; yeast expressing A-beta42, growth rescue, OD600, 48 h; response scale: 0% DMSO, 100% iron-clioquinol control; Potency, µM (top dose mostly 46.1 µM), for the others: at the top dose growth rescue, usual class: activators; 410,000 tested, 0.063% active; AID 1347071; also: potency is read from the fitted curve at half-maximal effect; nearly all actives have a fitted effect of over 55% in size
#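 Yeast A-beta toxicity model in growth medium with pinned compounds, 48 h at 30 C; growth read as absorbance at 600 nm. Normalized to FeCl3/clioquinol equimolar mix (positive) and DMSO (negative).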
# WRN inhibitor: inhibitors of human WRN helicase; WRN helicase unwinding, fluorescent forked duplex, kinetic; Potency, µM (series often up to 114 µM), inactives show at the top dose activity change, negative = inhibition, most hits filed as inhibitors; 360,000 tested, 0.46% active; AID 651768; also: potency is read from the fitted curve at half-maximal effect; % is scaled to controls: 0 for no effect and ±100 for the full control effect; nearly all actives have a fitted effect of over 55% in size
#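 Fluorescence dequenching readout, ex 525 nm/em 598 nm, kinetic mode: forked duplex DNA (100 nM final) with adjacent fluorophore and quencher unwound by WRN (20 nM final) with 2 mM ATP. Compound preincubation 15 min, room temperature.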
# EPAC1 antagonist: antagonists of human EPAC1; O95398; Potency, µM (doses to about 115 µM), without a hit: at the highest dose activity change, negative = inhibition, hits mostly inhibitors; EPAC1 GEF assay, Rap1b-BODIPY-GDP exchange fluorescence; 360,000 tested, 0.14% active;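 also: potency is read from the fitted curve at half-maximal effect; plate controls were vehicle for no effect and positive control for full effect; nearly all actives have a fitted effect of over 50% in size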
# Target sequence (O95398 whole entry, looked up): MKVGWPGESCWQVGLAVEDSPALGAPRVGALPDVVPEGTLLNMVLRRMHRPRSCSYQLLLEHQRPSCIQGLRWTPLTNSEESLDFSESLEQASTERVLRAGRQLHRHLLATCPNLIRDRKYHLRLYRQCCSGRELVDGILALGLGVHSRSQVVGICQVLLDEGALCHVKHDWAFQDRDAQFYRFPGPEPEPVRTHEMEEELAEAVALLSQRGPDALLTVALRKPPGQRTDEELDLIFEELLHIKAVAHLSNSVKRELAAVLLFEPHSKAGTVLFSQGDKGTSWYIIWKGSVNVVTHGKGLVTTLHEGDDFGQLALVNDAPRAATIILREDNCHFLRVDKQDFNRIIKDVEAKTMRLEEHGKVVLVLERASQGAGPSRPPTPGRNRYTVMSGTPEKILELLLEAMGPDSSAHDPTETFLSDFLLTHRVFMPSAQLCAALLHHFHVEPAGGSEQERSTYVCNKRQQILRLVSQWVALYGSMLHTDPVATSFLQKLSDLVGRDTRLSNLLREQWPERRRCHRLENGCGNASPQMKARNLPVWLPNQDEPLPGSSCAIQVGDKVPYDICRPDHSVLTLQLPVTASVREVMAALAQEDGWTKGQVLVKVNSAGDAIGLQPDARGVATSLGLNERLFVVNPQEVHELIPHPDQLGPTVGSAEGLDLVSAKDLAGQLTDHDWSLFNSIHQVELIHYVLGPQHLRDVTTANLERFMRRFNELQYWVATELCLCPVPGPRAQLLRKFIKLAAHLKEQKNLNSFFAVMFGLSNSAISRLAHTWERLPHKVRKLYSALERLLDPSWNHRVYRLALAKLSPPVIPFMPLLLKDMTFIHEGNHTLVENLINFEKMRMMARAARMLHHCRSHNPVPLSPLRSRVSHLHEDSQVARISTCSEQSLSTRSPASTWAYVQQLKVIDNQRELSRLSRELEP
# EPAC1 agonist: activates human EPAC1 exchange factor. O95398. EPAC1 agonist qHTS, biochemical assay; response scale: 100% = response to 6.5 mM cAMP. Potency, µM (top dose mostly 154 µM), inactives show top-dose activation, most hits filed as activators. 360,000 tested, 0.073% active. AID 720707; also: potency is read from the fitted curve at half-maximal effect; nearly all actives have a fitted effect of over 60% in size
#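 Compounds were pinned as a concentration titration into mixtures of EPAC1 (100 nM), BODIPY-GDP-loaded Rap1B (250 nM) and GDP (50 uM). After 5 min at room temperature, fluorescence was followed for 30 min; activity was scaled to 6.5 mM cAMP.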
# IL-2 act: IL-2 activation | 360,000 tested, 0.065% active | AID 652025 | activation, % (series mostly up to about 46 µM) | IL-2 activation reporter assay, cell-based qHTS; stimulated with anti-CD3/CD4/CD28 beads; in transgenic mouse T cells; in the data active = activation above about 50%; inconclusive = mostly about 30% to 49%; also: 0% is about no effect
#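 Unstimulated transgenic mouse T cells; 60-min compound exposure; bead-based TCR/CD4/CD28 stimulation; 18 h culture, 37 degrees C; dual fluorescence (EGFP, DsRed) plate cytometry.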
# FUS suppressor: rescues growth of FUS-expressing yeast. Potency, µM (doses to about 76.6 µM), without a hit: top-dose growth rescue (activation), most hits filed as activators. AID 1347120. S. cerevisiae FUS-expressing, growth rescue, OD600, 24 h. 390,000 tested, 0.24% active;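 also: potency is read from the fitted curve at half-maximal effect; plate controls were DMSO vehicle for no effect and reference control for full effect; nearly all actives have a fitted effect of over 55% in size; some results filed as inactive show a strong effect at the top dose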
#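 Cultures pregrown in 2.5% raffinose medium are shifted to minimal medium containing 2% galactose to express toxic FUS. Compounds are tested at several concentrations. After 24hr at 30C, growth is quantified at 600 nm absorbance.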
# PLK1 PBD inh: blocks phosphopeptide binding to human PLK1 polo-box domain | Potency, µM, for the others: max response, negative = inhibition, usual class: inhibitors | 360,000 tested, 2.8% active | Plk1 PBD binding of FITC phosphopeptide, fluorescence polarization | P53350 | AID 720504; also: potency is read from the fitted curve at half-maximal effect; series mostly up to about 57 µM; % is scaled to controls: 0 for no effect and ±100 for the full control effect; nearly all actives have a fitted effect of over 65% in size
# PI5P4K alpha inh: blocks human PI5P4K alpha kinase activity. P48426. PI5P4Kalpha enzyme, ADP-Glo luminescence, 60 min; hits give low values. max response, %. 330,000 tested, 1.2% active; active = max response of -50% or lower; inconclusive = between -30% and -50%; inactive = -30% or higher; also: value at the top dose of about 77 µM; % is scaled to controls: 0 for no effect and ±100 for the full control effect
#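 Human PI5P4Kalpha with substrate in 0.038 M HEPES pH 7.4, 0.28 mM EGTA, 0.1% CHAPS, 5% DMSO; reaction started with 5 microM ATP (final), 60 min at room temperature. ADP formed read by ADP-Glo luminescence.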
# * marks the source's active call; other numbers are inactive results; ? = inconclusive; . = not tested or not shown; [ ] = another dose, or the depositor's remark. Unless noted, calls follow the shape of the dose curve; as a rule, active = well fitted curve in the direction sought with a large enough effect; inconclusive = small, poorly fitted or top-dose-only effect, or another doubt; inactive = no such curve, though single readings can be large; an effect the other way counts as inactive or inconclusive.
SMILES,Abeta rescue,WRN inhibitor,EPAC1 antagonist,EPAC1 agonist,IL-2 act,FUS suppressor,PLK1 PBD inh,PI5P4K alpha inh
COc1ccc(CN2CCC2(C)C(=O)Nc2ccc(OC)c(OC)c2)cc1 (stereo not given),-13%,3%[57.1 µM],-8%,0%,-0.5,-17%,-3%,1
Cc1c(NC(=O)c2cccc(NC(=O)Cc3ccccc3Cl)c2)c(=O)n(-c2ccccc2)n1C,1%,-5%,10%,12%,-2.8,3%,1%,-2
Cc1cc(-c2cc(C(=O)NCc3ccccc3)on2)nc(S(C)(=O)=O)n1,2%,1%,-10%,8%,-0.8,-16%,-9%,1
O=C(O)CC(C(=O)Nc1ccc(Cl)cc1Cl)C1CCCO1 (stereo not given),13%,-2%,2%,0%,0.7,-22%,3%,5
COC(=O)C1=C(C)NC(C)=C(C(=O)OC)C1c1ccc(-c2cccc(Cl)c2Cl)o1,9%,-14%,-15%,-2%,-4.3,.,0%,4
CN1C(=O)/C(=C\c2ccc(-c3ccccc3)o2)SC1=S,-18%,6%,10%,4%,-0.9,-10%,4%,-6
Cc1c(C)n(CC(O)CN2CCCCC2)c2ccccc12 (stereo not given),30%,2%,-13%,1%,-0.9,3%,-12%,1
CCCC(=O)Nc1c(C(=O)OCC)oc2ccccc12,17%,10%,-7%,9%,-0.1,-3%,-11%,2
CC1CCCCC1NC(=O)C1CCN(S(=O)(=O)N2CCCCCC2)CC1 (stereo not given),-2%,-2%,10%,0%,-3.3,-10%,0%,.
CCC1CCCCN1S(=O)(=O)c1ccc(C(=O)N(CCCN(C)C)c2nc3cc4c(cc3s2)OCO4)cc1 (stereo not given),26%,2%,-16%,1%,0.6,17%,-7%,13
COc1ccc(CCCC(=O)N/N=C/c2ccccc2OC)cc1,4%,-9%,-10%,8%,0.5,-4%,-7%,0
COc1ccc(-n2nc(C(=O)NCC(=O)N3CCCC3)c3ccccc3c2=O)c(OC)c1,-21%,11%,-11%,0%,-2.2,9%,-9%,7
O=[N+]([O-])c1cccc(Cl)c1NCCNc1ncc(C(F)(F)F)cc1Cl,19%,0%,-10%,-13%,-2.7,-6%,?,14
Cc1c(C(=O)N(C)C)sc(NC(=O)c2cccc([N+](=O)[O-])c2)c1C#N,10%,-2%,10%,1%,-0.1,-13%,-2%,2
CC1C(=O)N2CCCc3cc(NS(C)(=O)=O)cc1c32 (stereo not given),8%,-11%,-5%,9%,-0.3,-8%,-4%,-3
COC(=O)c1ccc(-c2nc3cc(Cl)c(N)cc3s2)cc1,0%,-12%,13%,-8%,-4.9,.,0%,4
Cc1ccc(NC(=O)c2oc3ccccc3c2COC(C)C)cc1S(=O)(=O)N1CCOCC1,5%,-19%,-22%,9%,-0.8,?,4%,-2
Cc1ccc(C)c(OCC(O)CN2CCC(Cc3ccccc3)CC2)c1 (stereo not given),12%,-5%,-14%,-7%,-1.1,-5%,6%,7
CCOc1ccc(S(=O)(=O)N(CC(=O)N/N=C/c2ccc(-c3ccc([N+](=O)[O-])cc3)o2)c2ccccc2)cc1,-14%,-30%,-7%,-12%,1.0,12%,-10%,-67*
CC(C)(C)C(=O)C[n+]1ccccc1,-1%,-3%,0%,-16%,-3.7,-5%,-15%,2
O=C(N1CCOCC1)N1CCN(c2ccccc2F)CC1,0%,-2%,-19%,-26%,-1.1,-39%,-13%,-2
COc1ccc(C(C)(C)C)cc1S(=O)(=O)N1CCC(C(N)=O)CC1,-4%,-10%,-8%,-7%,-2.8,.,2%,-1
COc1ccc(OC)c(CN2C(=O)c3ccccc3C2c2nnnn2C(C)C)c1 (stereo not given),-7%,-3%,-4%,9%,0.2,14%,-12%,3
Cn1cc(S(=O)(=O)N2CCN(Cc3ccccc3)CC2)c(=O)n(C)c1=O,1%,-12%,-1%,-9%,-4.0,-6%,-3%,2
CCCOc1ccc(N2C(=O)CC(NCc3ccncc3)C2=O)cc1 (stereo not given),-4%,-2%,9%,2%,-0.8,?,-11%,2
Cc1nc2ccccc2c2c(N)cccc12,-13%,6%,4%,1%,0.7,-11%,-1%,-9
O=C(CCC1CCCN(Cc2cccc(Cl)c2)C1)NCc1ccccc1F (stereo not given),3%,-1%,-12%,1%,0.0,-24%,-1%,-3
Cc1[nH]c2ccc(C(=O)NCCCN3CCOCC3)cc2c1C,-5%,3%[57.1 µM],0%,-10%,8.2,-5%,5%,0
CC(OC(=O)C1=COCCO1)C(=O)NC1CCCCC1C (stereo not given),-1%,1%,0%,-5%,0.2,-4%,-3%,-5
COC(=O)c1nc(-c2ccccc2)n[nH]1,10%,-6%,0%,20%,-0.3,-3%,2%,5
O=C(O)CS(=O)(=O)c1ccc(C(F)(F)F)cn1,3%,-8%,2%,8%,-0.2,-5%,-6%,-1
COCc1nnc(NC(=O)c2cc3ccccc3o2)s1,-20%,-5%,-3%,-1%,-1.8,20%,-7%,-7
COc1cc([N+](=O)[O-])ccc1NC(=O)Nc1ccc(C(=O)N2CCCC2)cc1,3%,-6%,9%,-1%,0.4,.,2%,-1
CCOc1ccc(-c2nnc(-c3ccc(OC)cc3)o2)cc1,19%,-10%,0%,-3%,-0.8,-4%,-2%,-4
COc1ccc(NC2=CC(=O)N(C)C2=O)cc1,3%,-3%,-39%,-7%,1.8,19%,-12%,6
COc1ccc([C@H]2CC(=O)C[C@@H](CCn3cc(-c4ccc(F)cc4)nn3)O2)cc1,-6%,4%,-3%,-1%,0.0,-14%,3%,-2
O=S1(=O)N=C(N2CCN(Cc3ccccc3)CC2)c2ccccc21,11%,4%,2%,6%,-1.1,2%,?,3
CCOC(=O)Nc1ccc(NC(=O)c2c(OC)cccc2OC)cc1,0%,-11%,-1%,8%,-1.8,-13%,3%,.
COc1ccc(-n2nc3c(c2NC(=O)C24CC5CC(CC(C5)C2)C4)CS(=O)C3)cc1 (stereo not given),0%,0%,?,-1%,-0.9,23%,-14%,-3
CC(=O)C(C(C)=O)C(c1ccccc1)c1nc2ccccc2[nH]c1=O (stereo not given),-9%,4%[57.1 µM],1%,1%,-0.6,-5%,0%,-5
COc1cc(CN2CCCC(N3CCN(c4ccccc4C)CC3)C2)cc(Cl)c1O (stereo not given),12%,-3%,-9%,5%,-2.8,5%,-4%,16
CC(C)(C)N1C(=O)c2ccc(C(=O)Nc3ccc(C(=O)O)cc3)cc2C1=O,7%,1%,15%,10%,-0.1,-12%,0%,1
CC(C)(C)NC(=O)CN(Cc1ccc2c(c1)OCO2)C(=O)CNS(=O)(=O)c1ccccc1,-8%,-2%,-7%,-5%,-1.5,26%,?,-6
COCCN(C(=O)CSc1nnc(-c2ccccc2C)n1C)c1c(N)n(Cc2ccccc2)c(=O)[nH]c1=O,-2%,-6%,-1%,8%,1.3,5%,-7%,-1
COc1ccc(N2C(=O)CC(S/C(N)=N/N=C(\C)c3cccs3)C2=O)cc1 (stereo not given),-4%,-9%,-3%,18%,-1.1,31%,-5%,.

# Given with values under each structure: part of the list above
# Each structure is followed by: Abeta rescue, WRN inhibitor, EPAC1 antagonist, EPAC1 agonist, IL-2 act, FUS suppressor, PLK1 PBD inh, PI5P4K alpha inh
> Cn1cc(S(=O)(=O)N2CCN(Cc3ccccc3)CC2)c(=O)n(C)c1=O
 : 1%, -12%, -1%, -9%, -4.0, -6%, -3%, 2
> CCCOc1ccc(N2C(=O)CC(NCc3ccncc3)C2=O)cc1 (stereo not given)
 : -4%, -2%, 9%, 2%, -0.8, ?, -11%, 2
> Cc1nc2ccccc2c2c(N)cccc12
 : -13%, 6%, 4%, 1%, 0.7, -11%, -1%, -9

# (list continues)
SMILES,Abeta rescue,WRN inhibitor,EPAC1 antagonist,EPAC1 agonist,IL-2 act,FUS suppressor,PLK1 PBD inh,PI5P4K alpha inh
CC1CCCN(Cc2c(O)ccc3c4c(c(=O)oc23)CCCC4)C1 (stereo not given),7%,2%,1%,-1%,-0.8,14%,-28%,2
O=C(Nc1nc2ccccc2n1CCOc1ccc(Cl)cc1)c1ccco1,18%,1%,4%,-9%,-3.7,-4%,-11%,7
CCN1CNC(=S)N(c2cccc(C)c2C)C1,9%,7%,-2%,4%,-1.5,18%,-5%,.
CCc1ccc2nc(NC(=O)C3CSC4(C)CCC(=O)N34)sc2c1 (stereo not given),22%,-6%,-6%,-4%,1.7,25%,-11%,0
CC(C)(C)c1ccccc1OCCOCCNCc1ccccc1,13%,-5%,-8%,-12%,0.4,.,-7%,15
CCOc1cc(CNn2c(C)nnc2SCC(=O)NC(C)(C)C)ccc1OCC(=O)NC(C)(C)C,-26%,-32%,-12%,-7%,-0.6,48%,-13%,1
Cc1cccc(NC(=S)N(CCCN(C)C)Cc2cc3cc4c(cc3[nH]c2=O)OCO4)c1,-15%,6%,-7%,16%,-0.9,26%,-8%,1
c1ccc(-c2cc3nc(NCc4ccc5c(c4)OCO5)ccn3n2)cc1,?,-14%,-23%,4%,-0.2,?,2%,15
CCCCn1c(=O)[nH]c(=O)c2c1nc(CN1C(=O)c3ccccc3S1(=O)=O)n2CCC,-7%,9%,12%,0%,-0.6,21%,-5%,-3
C=CCC[C@@H](Cc1ccc(F)cc1)C(=O)OC[C@@H](NC(=O)[C@H](CC=C)CC(=O)N(CCO)Cc1ccccc1)c1ccccc1,-21%,-3%,-12%,-13%,-0.5,?,-3%,7
C[C@H](CO)N1C[C@H](C)[C@@H](CN(C)C(=O)Nc2ccc3c(c2)OCO3)Oc2c(NS(=O)(=O)c3ccc(F)cc3)cccc2C1=O,-10%,-7%,8%,0%,0.2,34%,-18%,1
COc1nsnc1N1CCOCC1,-3%,0%,2%,-4%,-0.3,-24%,-5%,-4
Cc1cc(C)cc(NC(=O)C2C3C=CC4(O3)C2C(=O)N(CCCN2CCCC2)C4C(=O)NC2CCCC(C)C2C)c1 (stereo not given),-4%,5%,-6%,-1%,-2.5,13%,2%,2
Cc1ccc(C)c2c1cc(C)c1nnc(SCC(=O)Nc3cccc(C(=O)O)c3)n12,0%,-6%,5%,2%,-0.4,9%,?,6
Cc1cc(Br)ccc1NC(=O)CCCOc1cc(=O)n(C)c2ccccc12,5%,-4%,?,-1%,-0.6,?,-8%,3
CCC1(C)NC(=O)N(CC(=O)NCC(=O)Nc2c(C)cc(C)cc2C)C1=O (stereo not given),-19%,-2%,-13%,-5%,0.2,-7%,-15%,2
